PTHR1 agonist – PTHR1 (human) receptor agonism. Q03431. HEK293 GP2 PTHR1 cells, GloSensor cAMP luminescence, 1 h. Potency, µM (top dose mostly 115 µM), without a hit: top-dose activation, hits mostly activators. 0.075% of 410,000 active; further: nearly all actives have a fitted effect of over 55% in size; some results filed as inactive show a strong effect at the top dose; inactives centre near -15; many of its hits are not listed in these tables
Target sequence (Q03431 whole entry, looked up): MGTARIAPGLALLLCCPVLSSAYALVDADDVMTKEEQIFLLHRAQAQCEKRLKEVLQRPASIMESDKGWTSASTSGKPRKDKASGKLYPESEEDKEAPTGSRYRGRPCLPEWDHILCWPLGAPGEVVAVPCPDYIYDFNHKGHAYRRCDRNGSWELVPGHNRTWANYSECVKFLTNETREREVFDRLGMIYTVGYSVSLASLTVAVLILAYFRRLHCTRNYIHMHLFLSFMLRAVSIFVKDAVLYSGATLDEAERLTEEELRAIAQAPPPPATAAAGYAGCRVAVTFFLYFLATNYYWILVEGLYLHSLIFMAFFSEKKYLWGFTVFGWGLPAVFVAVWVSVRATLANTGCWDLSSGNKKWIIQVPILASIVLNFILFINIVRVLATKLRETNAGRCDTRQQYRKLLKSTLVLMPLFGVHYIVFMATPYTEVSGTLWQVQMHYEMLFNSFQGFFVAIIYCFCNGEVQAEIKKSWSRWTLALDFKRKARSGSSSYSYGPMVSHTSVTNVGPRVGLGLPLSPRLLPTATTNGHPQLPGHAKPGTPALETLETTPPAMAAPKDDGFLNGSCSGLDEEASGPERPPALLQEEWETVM
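HEK-293-derived GP2 cells expressing PTHR1 and a GloSensor cAMP reporter, 3,000/well, plated overnight, given luciferin plus IBMX (each 0.5 mM as added) for 1 h at 37 °C, then compound for 1 h at 37 °C. Luminescence was read after 15 min at room temperature.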
FUS suppressor – suppressors of FUS proteinopathy in yeast | S. cerevisiae FUS-expressing, growth rescue, OD600, 24 h | Potency, µM (series often up to 76.6 µM), for inactives: top-dose growth rescue (activation), usual class: activators | 0.24% of 390,000 active | AID 1347120;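 further: plate controls were DMSO vehicle for no effect and reference control for full effect; nearly all actives have a fitted effect of over 55% in size; some results filed as inactive show a strong effect at the top dose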
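Read-out: OD at 600 nm after 24hr at 30C, reporting rescue of FUS-induced yeast toxicity. Cells at OD 0.005 in galactose (2%) minimal medium; compounds tested in a dilution series; CP55940 titration from 92uM final as control.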
TDP-43 yeast inh – rescues yeast growth from TDP-43 toxicity; 1.8% of 410,000 active; TDP-43 expressing yeast growth rescue, BacTiter-Glo, 24 h; Potency, µM (titrated, usually from 46.1 µM), without a hit: at the highest dose growth rescue (activation), usual class: activators; further: % of control where 0% means no effect; nearly all actives have a fitted effect of over 50% in size
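Luminescence from BacTiter-Glo reports growth of TDP-43-expressing yeast after 24 hr at 30 deg C with compound. Cells were raffinose-pregrown to mid-log, then seeded in galactose medium at OD600=0.02.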
An asterisk follows results filed as active; i = inactive; ? = inconclusive; [ ] = dose if it differs, or a comment. The call rests on the fitted dose curve; in most records, active means well fitted curve in the direction sought with a large enough effect; inconclusive means small, poorly fitted or top-dose-only effect, or another doubt; inactive means no such curve, though single readings can be large; an effect the other way counts as inactive or inconclusive. Potency means the concentration at half of the fitted maximal effect.

SMILES	PTHR1 agonist	FUS suppressor	TDP-43 yeast inh
Cc1ccc(-n2nc3c(=O)n(C(C)C(=O)NCc4ccc(OC(C)C)cc4)nc(C)c3c2C)cc1 (stereo not drawn)	-0.1%	34.6%	0.9%
COc1ccc(OC)c(-c2noc(N3CCN(c4cccc(C(F)(F)F)c4)CC3)n2)c1	i	?	28.9%
CCn1c2ccccc2c2nnc(N3CCN(c4cc(C)ccc4C)CC3)nc21	i	-13.6%	14.0%
CC(C)CC(NC(=O)C1CCC(C)CC1)C(=O)OCC(=O)c1ccc(Cl)cc1 (stereo not drawn)	-96.1%[inhibitor]	?	-15.7%
CCC(=O)N1CCc2cc(Br)cc(S(=O)(=O)NCCc3ccc(OC)c(OC)c3)c21	-12.0%	-4.8%	31.7%
O=C(Cn1nc(Cc2cccnc2)c2ccccc2c1=O)Nc1ccc(F)c(Cl)c1	-28.1%	10.1%	7.3%
Cc1ccc(N2CCN(C(=O)c3cc4cc5ccc(C)cc5nc4s3)CC2C)cc1 (stereo not drawn)	-9.9%	-6.6%	10.6%
CCSc1ncc(Cl)c(C(=O)Nc2ccc(S(=O)(=O)N3CCCCC3)cc2)n1	-24.9%	23.0%	6.2%
Cc1ccc(C)c(Cn2c(=O)n(Cc3ccco3)c(=O)c3oc4ccccc4c32)c1	?	0.1%	-3.6%
CCc1cccc(C)c1NS(=O)(=O)c1cc2[nH]c(=O)c(=O)[nH]c2cc1C	i	-0.5%	21.5%
CC(C)C(NS(=O)(=O)c1ccc2c(c1)oc(=O)n2C)C(=O)N1CCN(c2cccc(Cl)c2)CC1 (stereo not drawn)	-11.1%	?	-5.9%
COc1ccc(C2C=C(c3ccccc3)Nc3nc(NC(=O)/C=C/c4ccccc4OC)nn32)cc1 (stereo not drawn)	-53.6%	?	0.0%[9.22 µM]
COc1ccc(CNC(=O)CN2C(=O)CSc3ccc(S(=O)(=O)N4CCC(C)CC4)cc32)cc1	-42.3%[inhibitor]	?	21.8%
Cc1ccc(CNC(=O)c2cccn2-c2nnc(N3CCCCC3)s2)cc1	i	25.5%	-5.1%
Cc1cccc(NC(=O)CCS(=O)(=O)c2cc(Br)cc3c2N(C(=O)C2CC2)CC3)c1C	-8.5%	9.1%	8.8%
Cc1nc2ncnn2c(C)c1CCC(=O)NCc1ccc(Cl)cc1	i	-11.3%	-10.5%
CCN(CC)c1cc2c(cc1F)c(=O)c(S(=O)(=O)c1ccc(OC)cc1)cn2CC	-19.7%	-15.1%	8.0%
CC1CCN(S(=O)(=O)c2ccc3c(c2)c(=O)c(C(=O)N2CCN(c4cccc(Cl)c4)CC2)cn3C)CC1	-12.5%	12.7%	12.4%
Cc1ccc(-n2nc3c(N4CCCC(C(=O)NCc5ccc(Cl)cc5)C4)nnc(C)c3c2C)cc1 (stereo not drawn)	-21.0%	1.5%	8.8%
CCOc1ccc(CCNC(=O)c2nn(C)c3c2CSc2ccccc2-3)cc1	-31.7%[inhibitor]	11.8%	10.3%
CCc1ccc(CNC(=O)c2cc3cc4ccc(OC)cc4nc3o2)cc1	-8.3%	-4.7%	11.1%
CCCCC(=O)OCc1cc(=O)n2nc(C3CC3)sc2n1	i	14.1%	0.7%
COc1ccc(-n2cc(-c3ccccc3)c3c(Nc4ccc(OC)c(OC)c4)ncnc32)cc1	i	?	0.0%
Cc1ccc(N2CCN(C(=O)c3cnc(N4CCCCC4)c4ccccc34)CC2)c(C)c1	-11.6%	?	25.3%
CCc1cccc(NC(=O)c2c(C)oc3nc(C)nc(N4CCCC4)c23)c1	-14.0%	10.3%	16.5%
CCOc1ccc(NC(=O)c2cccc3c(=O)c4c([nH]c23)CCCC4)cc1	i	-20.0%	0.0%[9.22 µM]
C#CCOc1c(Br)cc(C2C(C(=O)OC)=C(C)NC3=C2C(=O)c2ccccc23)cc1OCC (stereo not drawn)	-12.5%	-8.6%	15.2%
COc1cc(NC(=O)Cn2nc(-c3ccc(C)c(C)c3)ccc2=O)cc(OC)c1	i	17.1%	14.8%
CCCCCCn1c(CNC(=O)c2ccccc2)nc2ccccc21	-37.9%[inhibitor]	19.9%	42.5%
CC1=C(C(=O)Nc2ccc(Cl)cc2)C(c2ccccc2C)n2ncc(C(=O)Nc3ccc(C)cc3)c2N1 (stereo not drawn)	-3.0%	?	28.7%
Cc1cccc(C)c1NC(=O)Cn1c(=O)n(CCC(=O)NCc2ccccc2Cl)c(=O)c2sccc21	-12.9%	14.2%	0.0%
Cc1cc(C)cc(NC(=O)CC(C)n2nc(C)cc2C)c1 (stereo not drawn)	i	-1.5%	11.2%
COc1cc(C(=O)Nc2nonc2-c2ccc(C)c(C)c2)cc(OC)c1OC	i	8.1%	24.7%
Cc1nnc(N2CCN(C(=O)NCCC(C)C)CC2)c2nn(-c3ccc(Cl)cc3)c(C)c12	-2.9%	2.3%	-11.6%
O=S1(=O)c2ccccc2N(Cc2cccc(F)c2)c2ccccc21	-57.5%[inhibitor]	1.4%	4.6%
COc1cc(NC(=O)Nc2nnc(N3CCCCC3)s2)cc(OC)c1	i	1.5%	23.0%[9.22 µM]
COc1ccc(C(CC(=O)NCc2ccc(Cl)cc2)N2Cc3ccccc3C2=O)cc1OC (stereo not drawn)	-21.0%	20.8%	10.3%
CCC(C)NC(=O)CSc1nc2c(sc3ccccc32)c(=O)n1CCc1ccccc1 (stereo not drawn)	-15.0%	-6.0%	-14.9%
CCOC(=O)c1cc(C)n(CC2CCC(C(=O)Nc3ccc(OCC)cc3)CC2)c1C (stereo not drawn)	-76.4%[inhibitor]	8.6%	-7.5%
Cc1cc(C)cc(NC(=O)Nc2nnc(N(C)C3CCCCC3)s2)c1	-23.7%	-24.2%	6.1%[9.22 µM]
Cc1cc(NC(=O)c2cccc(Cl)c2)ccc1-c1cc2ccccc2oc1=O	-9.1%	-1.7%	0.0%
Cc1ccc(C)c(NC(=O)CSc2nnc3[nH]c(=O)cc(-c4ccccc4)n23)c1	20.5%	18.2%	-7.9%
COc1ccccc1NC(=O)CSc1ncc2c(n1)-c1cc(Cl)ccc1N(Cc1ccccc1)S2(=O)=O	i	?	12.3%
Cc1ccc(C)c(N2CCN(S(=O)(=O)c3ccc(C(=O)N(C)C)s3)CC2)c1	-0.2%	?	23.6%
CN(Cc1ccccc1)C(=O)CSc1nc(-c2ccc(F)cc2)cc(C(F)(F)F)n1	-19.7%	7.9%	-7.9%
Cc1ccc(Cl)cc1NC(=O)CN1C(=O)CSc2ccc(S(=O)(=O)N3CCCC3)cc21	-6.0%	33.1%	8.0%
CCc1nn2c(=O)cc(COC(=O)c3ccc(NC(=O)C4CCCCC4)cc3)nc2s1	i	-6.1%	19.6%
CCCn1cc(S(=O)(=O)c2ccc(C)c(C)c2)c(=O)c2cc(F)c(N3CCCCC3)cc21	?	-6.6%	0.0%
O=C(COc1ccc(F)cc1)Nc1ccccc1C(=O)OCc1cc(=O)n2ccsc2n1	i	-16.0%	0.3%
COc1ccc(S(=O)(=O)NCC(c2ccco2)N2CCOCC2)cc1OC (stereo not drawn)	-3.1%	3.4%	-3.2%

In a second layout: entries from further up.
Fields – PTHR1 agonist	FUS suppressor	TDP-43 yeast inh
- CN(Cc1ccccc1)C(=O)CSc1nc(-c2ccc(F)cc2)cc(C(F)(F)F)n1
 : -19.7%	7.9%	-7.9%
- Cc1ccc(Cl)cc1NC(=O)CN1C(=O)CSc2ccc(S(=O)(=O)N3CCCC3)cc21
 : -6.0%	33.1%	8.0%
- CCc1nn2c(=O)cc(COC(=O)c3ccc(NC(=O)C4CCCCC4)cc3)nc2s1
 : i	-6.1%	19.6%
- CCCn1cc(S(=O)(=O)c2ccc(C)c(C)c2)c(=O)c2cc(F)c(N3CCCCC3)cc21
 : ?	-6.6%	0.0%
- O=C(COc1ccc(F)cc1)Nc1ccccc1C(=O)OCc1cc(=O)n2ccsc2n1
 : i	-16.0%	0.3%

(cont.)
SMILES	PTHR1 agonist	FUS suppressor	TDP-43 yeast inh
CSc1ccc(CNC(=O)Cn2ccc3cc(S(=O)(=O)N4CCCC4)ccc32)cc1	-5.0%	1.2%	-6.7%
Oc1c(C(c2ccccc2F)N2CCCC2)sc2nc(-c3ccco3)nn12 (stereo not drawn)	-23.4%	9.2%	0.0%
COc1ccc(-c2nc(CNC(=O)NC3CCCCC3)c(C)o2)cc1	-48.6%[inhibitor]	-13.5%	18.2%
CCc1ccc(S(=O)(=O)c2nnn3c2nc(Nc2ccc(F)cc2)c2cc(Cl)ccc23)cc1	i	-17.7%	20.3%
CCn1cc2nc(SCC(=O)Nc3ccc(OC)c(Cl)c3)n(Cc3ccc(OC)cc3)c(=O)c2n1	?	5.7%	0.3%
Cc1ccc(OCc2nnc(SCC(=O)Nc3ccccc3C(C)C)o2)cc1	-9.1%	-14.0%	0.0%[9.22 µM]
CCOC(=O)C1=C(CN(CC)Cc2ccccc2)NC(=O)NC1c1ccc(OC)cc1 (stereo not drawn)	-17.4%	-1.3%	0.0%
Cc1cc(C)cc(NC(=O)Nc2ccc3nc(N4CCN(C)CC4)cc(C)c3c2)c1	-3.4%	-4.9%	1.4%
COC(=O)c1ccc(NC(=O)N2CCN(Cc3cc(=O)n4nc(-c5ccc(C)cc5)sc4n3)CC2)cc1	i	-0.1%	11.7%
COCCNC(=O)c1sc2nc3n(c(=O)c2c1C)CCC3	i	-30.6%	10.9%
COc1cccc(CNCc2c(C(=O)O)n(Cc3ccc(C)cc3)c3cc(C)ccc23)c1OC	i	40.1%	-5.2%
Cc1ccc(Nc2nc3ccccc3c3nnc(C)n23)cc1Cl	?	15.7%	13.1%
CCCCn1cc(S(=O)(=O)c2ccc(OCC)cc2)c(=O)c2cc(OC)c(OC)cc21	i	41.4%	19.6%
O=c1ccc2cc(S(=O)(=O)NCc3ccc(Cl)cc3)ccc2[nH]1	-2.1%	-24.0%	?
COc1ccc(-c2nc3sc(CCNC(=O)C(=O)Nc4cc(F)ccc4F)c(C)n3n2)cc1	-5.6%	-6.5%	17.6%
CCOC(=O)c1cccc(NC(=O)c2ncoc2-c2ccco2)c1	-17.6%	9.1%	-0.4%
CCOc1ccccc1C(=O)Nc1ccc2nc(N(CC)CC)cc(C)c2c1	i	-3.4%	-3.2%
CCOc1ccc(CNC(=O)CCn2c(=O)c3cccn3c3cccnc32)cc1	i	1.5%	-7.9%
Cc1cc(Cl)ccc1NC(=O)Cn1nnc2sc(-c3ccccc3)cc2c1=O	-12.6%	-1.9%	-17.6%
O=C(NCc1ccc2c(c1)CCN2C(=O)c1ccncc1)c1cccc(F)c1	i	-15.8%	10.7%
Cc1coc2c1c(C)cc1oc(=O)c(CC(=O)NCCc3ccc(Cl)cc3)c(C)c12	-24.3%	-24.7%	12.5%
Cc1oc(-c2ccccc2F)nc1CSCC(=O)NCc1ccccc1	-27.3%	-15.6%	0.0%
CCOc1cc(CNC(=O)c2cc(-c3ccccc3)n[nH]2)cc(OCC)c1OCC	i	8.9%	?
C=Cc1ccc(CN2C(=O)N(c3cccc(Cl)c3)S(=O)(=O)c3ccccc32)cc1	-40.8%[inhibitor]	14.8%	5.5%
CCN(CC)CCCNC(=O)c1ccc2nc(CCc3ccccc3)oc2c1	13.6%	1.5%	6.3%
Cc1cccc(OCCn2c(-c3ccc(Cl)cc3)nc3ccccc3c2=O)c1	-8.6%	-10.3%	-12.1%
COc1ccccc1C(=O)Nc1cc2c(cc1N1CCCC1)n(C)c(=O)c(=O)n2C	-11.8%	14.0%	15.9%
Cc1cc(C)cc(NC2=C(c3ccccc3)C(=O)c3ccccc32)c1	-55.1%[inhibitor]	21.2%	27.2%
CSc1ccc(Nc2nn(-c3ccc(OC(F)(F)F)cc3)nc2C(C)=O)cc1	i	6.0%	2.2%
Cc1ccc(S(=O)(=O)c2nc(-c3cccs3)oc2SC(C)C)cc1	-21.8%	41.5%	7.7%
Cc1cc2c(cc1S(=O)(=O)C(C)CC(=O)NC1CCC(C)CC1)OCC(=O)N2 (stereo not drawn)	i	-11.9%	22.5%
O=C(Nc1nc2ccc(F)cc2s1)c1nc(SCc2ccccc2F)ncc1Cl	i	-8.5%	5.8%

Only part of the results is shown, so the mix of outcomes need not match the whole.
